High-throughput results deposited in PubChem BioAssay by several laboratories.
MOR-DOR inv ag – inverse agonists of MOR-DOR heterodimerization, primary screen, cell-based, luminescence; Mu-type opioid receptor (Homo sapiens) + Delta-type opioid receptor (Homo sapiens), …; cell-based MOR-DOR heterodimer luminescence, inverse agonism; inhibition, % at 9.3 µM; 340,000 tested, 0.21% active; in the data active means inhibition above about 22%, passing the limit was not always enough;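 further: 0% = cells with DMSO and 100% = wells without cells with DMSO; values of inactives mirror those of a sister screen read the other way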
V-ATPase pHluor – regulators of yeast V-ATPase proton pumping, primary screen, pHLuorin cytosolic pH fluorescence | response, % at 10 µM | 350,000 tested, 0.37% active | S. cerevisiae | AID 504577, 2011; in the data active means response mostly above about 7.3%, no sharp cut-off; inactive means mostly below about 5.4%; further: actives read high; inactives centre near 0; some compounds called inactive have numbers as strong as hits; reference of the scale not given here
RTF Ca sens act – cardiac RTF calcium sensitivity activators, primary screen, biochemical, IANBD-TnC fluorescence, EC20 calcium; Troponin I, cardiac muscle (Homo sapiens) + Troponin T, cardiac muscle (Homo sapiens) + …; IANBD-labeled TnC RTF fluorescence at EC20 calcium; 0% EC20 calcium, 100% full calcium; activation, % at 7.2 µM; 340,000 tested, 0.24% active;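 active means activation above the mean over all tested compounds plus 3 SD, cut at about 30% in these data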;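 further: rise in fluorescence read as greater calcium sensitivity of cardiac thin filaments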
Keap1 Nrf2 FP – Keap1-Nrf2 protein-protein interaction inhibitors, primary screen, biochemical, fluorescence polarization, single point. AID 504523, 2011. inhibition, % at 9.4 µM. Keap1 Kelch-Nrf2 peptide fluorescence polarization, 1536-well. 340,000 tested, 0.15% active; in the data active means inhibition above about 12%; inconclusive means no clear call, values can overlap the other calls; inactive means below about 7.3%;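 further: human Keap1 Kelch domain with fluorescein labeled Nrf2 9mer peptide probe; 0% = neutral control wells and 100% = peptide positive control; higher means more block of Keap1 binding to Nrf2 peptide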
Arrestin-AP2 inh – inhibitors of beta-arrestin/AP2 binding, primary screen, biochemical, GPCR trafficking, flow cytometry | 340,000 tested, 0.31% active | inhibition, % at 10 µM | FITC-arrestin peptide / GST-AP2 beads; AP2 beta2 appendage carries R879A mutation | beta-arrestin 1 C-terminal peptide binding to AP2 beta2-adaptin appendage (human);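 active means inhibition above a set limit, near 3 SD of compounds lacking own fluorescence, cut at about 54% in these data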;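 further: plate controls were DMSO wells for no effect and 5 µM unlabelled arrestin peptide for full effect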
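Material – AP2 appendage R879A on GSH beads · Buffer or medium – PBS with 0.05% Tween 20 and 0.1% BSA · Probe or stimulus – fluorescein-tagged arrestin peptide at 50 nM final · Incubation – compound with beads 12 min RT, then probe 1 h RT · Detection – high-throughput flow cytometry of beads, ex 488, em 535 nm · Evaluation – percent response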
C-LANA FP – inhibitors of KSHV C-LANA binding to DNA, primary screen, biochemical, fluorescence polarization, FAM-LBS DNA, MBP-C-LANA, single point | Kaposi's sarcoma herpesvirus LANA C-terminal domain (residues 932-1162) DNA binding | inhibition, % at 9 µM | 340,000 tested, 0.078% active | AID 504423, 2011;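 active means highest replicate inhibition at or above 60% at 9 µM, even if other replicates fall short; inactive means all replicates below 60% inhibition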;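 further: 0% = neutral control wells and 100% = 4 µM acridine orange control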
Pemphigus Ab inh – inhibitors of pemphigus antibody binding to DSG3, primary screen, biochemical, bead-based, flow cytometry, scFv-GFP. Desmoglein-3 (Homo sapiens), P32926. DSG3-coupled beads, scFv-anti-DSG3-GFP binding; active compounds read low. binding (percent of control), % at 10 µM. 310,000 tested, 0.48% active. AID 588358, 2011;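 active means binding more than 3 SD below its plate's average and above zero; inconclusive means below that plate limit but binding exactly zero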;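 further: hits lower antibody fragment binding to DSG3; some compounds called inactive have numbers as strong as hits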
Target sequence (P32926 whole entry, looked up, the tested form may be a part): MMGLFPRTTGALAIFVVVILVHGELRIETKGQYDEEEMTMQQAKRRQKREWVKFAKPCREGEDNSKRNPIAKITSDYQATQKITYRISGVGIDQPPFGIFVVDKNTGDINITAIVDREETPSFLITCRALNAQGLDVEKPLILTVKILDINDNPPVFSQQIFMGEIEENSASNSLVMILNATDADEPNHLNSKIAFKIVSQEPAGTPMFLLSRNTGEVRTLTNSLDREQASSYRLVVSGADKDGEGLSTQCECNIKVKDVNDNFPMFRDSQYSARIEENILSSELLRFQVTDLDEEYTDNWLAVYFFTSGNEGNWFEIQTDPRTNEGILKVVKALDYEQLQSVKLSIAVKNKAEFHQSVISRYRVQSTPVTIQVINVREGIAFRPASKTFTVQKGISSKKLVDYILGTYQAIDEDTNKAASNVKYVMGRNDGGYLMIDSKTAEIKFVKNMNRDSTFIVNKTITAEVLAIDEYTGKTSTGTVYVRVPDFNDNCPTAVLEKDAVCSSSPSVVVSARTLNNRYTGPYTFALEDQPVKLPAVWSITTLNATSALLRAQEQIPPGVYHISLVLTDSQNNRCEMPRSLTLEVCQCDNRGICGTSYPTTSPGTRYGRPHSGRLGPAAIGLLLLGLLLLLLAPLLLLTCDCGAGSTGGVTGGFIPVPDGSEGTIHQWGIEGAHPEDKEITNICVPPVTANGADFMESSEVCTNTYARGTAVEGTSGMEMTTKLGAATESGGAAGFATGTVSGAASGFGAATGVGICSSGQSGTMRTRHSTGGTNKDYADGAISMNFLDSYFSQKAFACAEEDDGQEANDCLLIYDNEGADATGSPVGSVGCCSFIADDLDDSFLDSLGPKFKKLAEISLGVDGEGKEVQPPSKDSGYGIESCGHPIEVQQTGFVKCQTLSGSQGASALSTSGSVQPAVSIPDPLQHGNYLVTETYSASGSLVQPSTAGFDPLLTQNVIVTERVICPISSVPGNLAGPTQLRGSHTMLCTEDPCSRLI
OPRM1-OPRD1 ag – agonists of OPRM1-OPRD1 heterodimerization, primary screen, cell-based, luminescence; cells; activation, % at 9.3 µM; 340,000 tested, 0.3% active; AID 504326, 2011; in the data active means activation above about 18%;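 further: 0% = vehicle-treated cells and 100% = reference agonist; values of inactives mirror those of a sister screen read the other way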
Cardiac RTF inh – cardiac RTF calcium sensitivity inhibitors, primary screen, biochemical, IANBD-TnC fluorescence, EC70 calcium. IANBD-labeled cardiac RTF, Ca2+ fluorescence. AID 493244, 2011. inhibition, % at 7.15 µM. Troponin I, cardiac muscle (Homo sapiens) + Troponin T, cardiac muscle (Homo sapiens) + …. 340,000 tested, 0.12% active;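 active means inhibition above the mean inhibition of all tested compounds plus 3 SD, cut at about 17% in these data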;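 further: assay run at fixed EC70 calcium of 1.6 mM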
Wnt bcat act – Wnt/beta-catenin pathway activators, primary screen, cell-based, plate reader, single point; Wnt/beta-catenin reporter cell assay, activator; activation, % at 9.35 µM; 300,000 tested, 1.2% active; in the data active means activation above about 30%, passing the limit was not always enough; inconclusive means no clear call, values can overlap the other calls;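 further: 0% = neutral control wells and 100% = positive control wells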
* hit, by the source's call; ? = inconclusive; . = no result given.

structure	MOR-DOR inv ag	V-ATPase pHluor	RTF Ca sens act	Keap1 Nrf2 FP	Arrestin-AP2 inh	C-LANA FP	Pemphigus Ab inh	OPRM1-OPRD1 ag	Cardiac RTF inh	Wnt bcat act
COc1ccc2oc(/C=C/N(C)C)c(C(=O)c3ccc(Cl)cc3)c2c1	11	1	-2	-6	20	0.4	113	-2.2	1	-1
Cc1cc(NC(=O)CCNS(=O)(=O)c2ccc3[nH]c(=O)oc3c2)ccc1Br	16	-4	-2	2	3	-0.3	101	-3.2	-1	-2
CC(=O)Nc1ccc(NC(=O)C2CCN(c3ccc(C(F)(F)F)cn3)CC2)cc1	-9	-2	1	-1	5	0.6	100	1.7	-4	-5
COC(=O)Cn1nc(C)c2ccccc2c1=O	5	-3	-8	-8	-6	-1.3	.	-1.0	-3	0
N#CCC(=O)N/N=C\c1cccc(OC/C=C/c2ccccc2)c1	.	-1	0	-6	-5	-0.5	96	.	1	-1
CNC(=O)c1ccc(-c2sc3nc(N4CCOCC4)c4c(c3c2N)CCCC4)o1	-16	0	3	0	9	0.4	.	3.1	-3	.
CCCC1(CCC)NC(=O)N(CC(=O)N2CCN(C(=O)c3ccco3)CC2)C1=O	0	-1	8	-2	-2	-0.2	101	0.0	-9	-5
CCOc1cc(/C=N/NC(=O)c2nnn(-c3nonc3N)c2C)ccc1OCc1cccc(F)c1	0	0	-3	-9	8	-1.6	99	0.1	-2	-1
Cc1cc(=O)oc2cc(NC(=O)c3cc([N+](=O)[O-])ccc3N3CCOCC3)ccc12	3	0	0	1	52	0.6	.	-0.7	-12	-1
CC1(C)OC2CC3C4CC=C5CC(O)CCC5(C)C4CCC3(C)C2(C(=O)CO)O1 (centres undefined)	10	-5	0	-2	20	2.8	109	-1.9	0	1
Cc1ccc(CN(C(=O)CNC(=O)c2cccs2)C(C(=O)NCC2CCCO2)c2ccccc2)cc1 (centres undefined)	-4	3	-1	6	8	-0.2	97	0.6	7	.
c1nnc2c3c4c(sc3ncn12)CCC4	-11	0	3	-4	-4	-2.5	106	2.1	-5	.
COc1cc(C)nc(OCCNC(=O)COc2ccc(Cl)cc2C)n1	7	2	6	-5	2	1.5	102	-1.2	-15	-1
CCCCS(=O)(=O)N1CCCC(C(=O)Oc2ccccc2OC)C1 (centres undefined)	4	4	0	1	-2	-1.1	88	-0.7	-1	0
O=C(NCc1ccc2c(c1)OCO2)c1nnc(Cc2ccc(Cl)cc2)o1	10	4	-1	4	20	-1.8	106	-2.0	-15	0
COc1ccccc1N1CCN(/N=C/c2cccc(Cl)c2)CC1	-5	3	-3	2	35	-1.6	115	0.9	5	42*
CCCn1c(N)c(C(=O)COC(=O)c2c(C)noc2C)c(=O)n(C)c1=O	16	0	2	-4	7	0.4	108	-3.8	-3	0
COc1ccc(CCNS(=O)(=O)c2cccc(C(=O)O)c2)cc1OC	5	3	-7	-4	-10	-2.1	97	-0.9	-27	.
Cc1ccc(NC(=O)CS(=O)(=O)c2cn(C)c3ccccc23)c(C)c1	1	-3	-2	-2	4	-0.7	92	-0.1	-10	-4
O=C(N/N=C\c1cc(Br)c(Br)o1)C1COc2ccccc2O1 (centres undefined)	-24	-4	11	-1	4	1.5	115	4.5	3	3

Results in MOR-DOR inv ag and Arrestin-AP2 inh, for some of the entries so far:
Structure | MOR-DOR inv ag | Arrestin-AP2 inh
COc1cc(C)nc(OCCNC(=O)COc2ccc(Cl)cc2C)n1 | 7 | 2
CCCCS(=O)(=O)N1CCCC(C(=O)Oc2ccccc2OC)C1 (centres undefined) | 4 | -2
O=C(NCc1ccc2c(c1)OCO2)c1nnc(Cc2ccc(Cl)cc2)o1 | 10 | 20

(list continues)
structure	MOR-DOR inv ag	V-ATPase pHluor	RTF Ca sens act	Keap1 Nrf2 FP	Arrestin-AP2 inh	C-LANA FP	Pemphigus Ab inh	OPRM1-OPRD1 ag	Cardiac RTF inh	Wnt bcat act
Cc1cccc(/C(N)=N/OC(=O)c2ccccc2Cl)c1	-12	13	1	-1	2	-1.5	104	2.5	-2	?
Cc1cccc(NC(=O)CSCC(=O)Nc2cccc(S(=O)(=O)N3CCCCCC3)c2)c1	16	0	4	-2	-6	1.7	102	-2.5	-6	0
O=C(O)c1ccc(NCc2nc3cc4ccccc4cc3[nH]2)cc1	8	1	-3	1	5	-0.3	89	-1.8	-8	-4
O=C(O)c1cccc2c(-c3ccccc3)c(-c3ccccc3)[nH]c12	8	-7	-9	2	-2	-5.8	100	-1.6	16	2
COc1ccc2c(Cl)c(C(=O)NCCc3ccc(S(N)(=O)=O)cc3)sc2c1	1	-2	2	-2	-7	1.0	100	-0.2	-3	-1
Cc1ccc(NC(=O)CN2C(=O)NC3(CCCc4ccccc43)C2=O)c(Cl)c1 (centres undefined)	14	6	1	0	-3	-0.4	89	-2.8	-5	-4
O=C(NCc1ccccc1)c1cccc2c1C(=O)c1ccc(/C=C/c3ccccc3)cc1S2(=O)=O	18	-2	6	-11	13	0.2	93	-3.1	-4	-9
CSCC[C@H](Nc1ncnc2sc(C)c(C)c12)C(=O)O	7	2	-2	0	-5	0.0	97	-1.2	-7	.
Cc1c(Cl)cccc1NC(=O)N1CCN(C(=O)c2ccco2)CC1	10	1	0	-1	15	-0.3	111	-1.7	-6	1
O/N=C/c1cn(-c2ccccc2)nc1-c1ccccc1	-16	-1	-3	-2	-2	4.6	101	3.6	-6	2
COc1ccc(CN2CCN(Cc3ccc4cc(F)ccc4n3)CC2CCO)c(C)c1C (centres undefined)	-17	-1	8	-9	9	-0.6	103	3.4	-10	-6
Fc1ccc(C2=CC(c3ccco3)n3ncnc3N2)cc1 (centres undefined)	13	0	70*	19*	-1	33	104	-2.8	-83	.
CNC(=O)/C(=C\c1ccc([N+](=O)[O-])cc1)NC(C)=O	1	4	0	-4	-6	0.9	110	-0.1	2	.
CC(=O)Nc1ccc(S(=O)(=O)Nc2ccc3c(c2)CCC3)cc1	23	-6	-7	-4	18	1.4	100	-4.4	5	-4
O=C1OCCN1c1c(-c2ccccc2)c(N2CCOCC2)nc2ccccc12	5	-2	-3	-5	29	1.4	97	-1.1	2	-1
COc1cc(-c2nnc3sc(Cc4ccccc4)nn23)cc(OC)c1OC	-4	3	-12	-4	8	-1.2	110	0.7	-3	-4
Cc1ccc(-n2nnc3c(=O)n(CC(=O)NCc4ccccc4)cnc32)cc1	-12	-5	7	-8	7	-0.1	175	2.2	-1	-3
O=C(Cn1cnc2ccccc2c1=O)Nc1nc2ccccc2s1	11	0	9	-2	-6	1.1	65*	-1.9	-3	29
N#CC1=C(S)N(c2ccccc2)C(c2cccs2)NC1=O (centres undefined)	5	-4	6	-2	-9	0.8	99	-0.8	-8	0
O=C(NCc1cccc(Br)c1)C1CC(c2ccc(C(F)(F)F)cc2)=NO1 (centres undefined)	-1	0	-6	-1	21	0.7	102	0.3	1	-2
CSc1ccc(Cl)c(C(=O)NCc2ccco2)c1	8	2	6	-6	-2	0.1	103	-1.9	-10	.
COc1ccc(OC)c(/C=N/NC(=O)c2[nH]ncc2Br)c1	.	-3	.	.	-4	.	100	.	.	2
CCn1cc(C(=O)N2CCCC2)c(=O)c2cc(S(=O)(=O)N3CCC(C)CC3)ccc21	11	-2	-4	1	36	0.3	98	-2.1	-3	-1
O=C(COc1ccccc1)Nc1ccc([N+](=O)[O-])cc1	8	3	-4	-2	0	-2.0	86	-1.6	-11	.
CNC(=O)c1cc(Cl)c(OC)c(OC)c1	15	-1	3	-4	-9	-0.4	103	-2.8	-6	8
O=C(c1ccc(F)cc1)N1CCCC(N2CCN(Cc3ccc4c(c3)OCO4)CC2)C1 (centres undefined)	-8	0	1	3	8	-0.5	105	2.1	-6	2
OCCNC(=S)NC1CCCCC1	17	-1	3	-2	7	2.1	.	-3.2	-11	-2

Records listed so far printed as active in RTF Ca sens act.
structure	MOR-DOR inv ag	V-ATPase pHluor	RTF Ca sens act	Keap1 Nrf2 FP	Arrestin-AP2 inh	C-LANA FP	Pemphigus Ab inh	OPRM1-OPRD1 ag	Cardiac RTF inh	Wnt bcat act
Fc1ccc(C2=CC(c3ccco3)n3ncnc3N2)cc1 (centres undefined)	13	0	70*	19*	-1	33	104	-2.8	-83	.

Random draw from the library; overall some 3.1% were active at least once.
